# HT29 cell growth-1 = HT29 colon tumor cell growth inhibition, primary screen, imaging, high content imaging, 24 h, CellTiter-Glo (AID 770). growth inhibition, % at 10 µM. HT29 cell number by imaging, 24 h; hits give high values. 3,300 tested, under 10 active;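 active means growth inhibition above 90% in viable cell count at a single dose; inactive means growth inhibition below 90%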
# AID772 = HT29 colon tumor cell growth inhibition, primary screen, imaging, high content imaging, 72 h, CellTiter-Glo (AID 772) | HT29 cell growth, HCS imaging cell count, 72 h; hits give high values | growth inhibition, % at 10 µM | 3,300 tested, 0.6% active;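 active means growth inhibition above 90%, meaning viable cell count cut by more than 90% versus vehicle controls; inactive means growth inhibition below 90%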
# AID364 = cytotoxicity toward Jurkat T cells, primary screen, cell-based, Jurkat E6.1, NIH starter set (AID 364); Jurkat E6.1 viability, ATP luminescence, 48 h; higher % means a stronger effect; inhibition, % at 4 µM; hits with a dose series show CC50 in µM; 3,300 tested, 2% active;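 active means concentration giving half-maximal inhibition at or below 20 micromolar; inactive means half-maximal concentration above 20 micromolar, or not dose tested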;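 further: 100% = cells treated with 4 µM doxorubicin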
# HT29 cell growth-2 = HT29 colon tumor cell growth inhibition, primary screen, imaging, high content imaging, 48 h, CellTiter-Glo (AID 771) | HT29 cell growth, HCS imaging cell count, 48 h; hits give high values | growth inhibition, % at 10 µM | 3,300 tested, 2% active;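 active means growth inhibition above 90%, meaning viable cell count by imaging cut by more than 90% versus vehicle controls; inactive means growth inhibition below 90%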;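 further: percent fewer viable cells counted by imaging than vehicle controls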
# A549 proliferation = A549 NSCLC cell proliferation inhibitors – ATP luminescence, human non-small cell lung line, primary screen (AID 371); A549 growth inhibition, ATP luminescence; hits give high values; growth inhibition, % at 10 µM; 3,300 tested, 8.4% active;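 active means mean growth inhibition over the two runs of 50% or more; inactive means mean growth inhibition under 50%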;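 further: compound exposure lasted 72 h before the ATP read; 0% = untreated cell signal and 100% = no luminescence left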
# HT29 cell growth-1 condensed nuclei = second read-out of HT29 cell growth-1, no call of its own (marks repeat the call); condensed nuclei, %; measured here: percent cells with condensed nuclei;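 share of cells whose nuclear area falls below control median minus 1.5 SD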
# HT29 cell growth-1 ATP viability = also measured in HT29 cell growth-1; calls as there; growth inhibition, %; measured here: ATP CellTiter-Glo viability
# HT29 cell growth-2 condensed nuclei = further read-out of HT29 cell growth-2, marked with its call; condensed nuclei, %; measured here: percent cells with condensed nuclei;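 condensed means Hoechst nuclear area under control median minus 1.5 SD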
# HT29 cell growth-2 ATP viability = also measured in HT29 cell growth-2; calls as there; growth inhibition, %; measured here: ATP CellTiter-Glo viability inhibition
# AID772 condensed nuclei = also measured in AID772; calls as there; condensed nuclei, %; measured here: percent cells with condensed nuclei;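 condensed means nuclear area below control median minus 1.5 SD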
# AID772 second = recorded beside AID772, whose call it bears; growth inhibition, %; measured here: ATP CellTiter-Glo viability
# The depositor's hits bear a star; / = not tested or not shown. The list is partial. The share of hits here may be higher or lower than overall.
1) Cc1ccc(-n2c(SCC(=O)NCc3ccco3)nc3nc4c(cc3c2=O)COC(C)(C)C4)cc1
2) COC(=O)c1sc2nc(N3CCCCC3)c3c(c2c1N)CC(C)(C)N(C)C3
3) CSc1nc(N)nc(SCC(=O)CC(=O)OC(C)C)c1C#N
4) COc1ccc(CSc2nnc(C)n2N)cc1Br
5) Cc1nc(Nc2ncc3c(n2)CC(C)(C)CC3=O)nc2ccccc12
6) CCC(C(=O)Nc1nccs1)(C(F)(F)F)C(F)(F)F
7) COc1ccc(OC)c(NC(=O)CSC2=C(C#N)C(c3ccco3)C3=C(CCCC3=O)N2)c1 (configuration not stated)
8) CCc1cc2c(=O)c(-c3nc4ccccc4[nH]3)coc2cc1OC(=O)N1CCOCC1
compound no.,1,2,3,4,5,6,7,8
HT29 cell growth-1,24,5,-2,60,-1,-2,-9,-2
HT29 cell growth-1 condensed nuclei,4.4,1.6,3.3,3.8,3.2,5.8,3.7,4.2
HT29 cell growth-1 ATP viability,13,-7,1,32,-5,11,-4,-3
AID772,35,-21,-49,64,-47,50,60,33
AID772 condensed nuclei,12,6,8,14,3,1,5,3
AID772 second,44,-38,3,25,-12,9,24,25
AID364,6%,-4%,0%,2%,-9%,-13%,5%,-11%
HT29 cell growth-2,49,-9,-1,22,-43,-33,22,38
HT29 cell growth-2 condensed nuclei,5.3,2.0,2.5,15,2.4,1.4,3.5,3.0
HT29 cell growth-2 ATP viability,11,-2,-8,19,-10,-20,9,7
A549 proliferation,8,1,8,3,-4,13,16,-5

9) N#CC(C(=O)Nc1ccc(Cl)c(Cl)c1)=C1Nc2ccccc2N1
10) COc1cc2nc(-c3ccccc3)nc(N3CCCC3)c2cc1OC
11) Clc1ccccc1CSc1nnc(-c2ccco2)c(-c2ccco2)n1
12) COc1ccc(NC(=O)Nc2cccc(C(=O)N3CCOCC3)c2)cc1OC
13) N#Cc1ccc(-c2ccco2)nc1SCC(=O)c1ccc(Cl)cc1
14) CCC1CCCCN1c1nc(-c2ccncc2)nc2ccccc12 (configuration not stated)
15) C[C@@H]1C[C@H](Nc2ccccc2)c2ccccc2N1C(=O)c1cccnc1
16) CCOC(=O)c1[nH]c2ccc(F)cc2c1NC(=O)CCN1CCSCC1
compound no.,9,10,11,12,13,14,15,16
HT29 cell growth-1,3,-65,31,-1,34,41,33,47
HT29 cell growth-1 condensed nuclei,3.2,3.8,2.6,2.9,4.5,6.5,7.1,6.5
HT29 cell growth-1 ATP viability,-11,-11,-7,-8,12,34,8,14
AID772,-71,36,-89,38,58,66,62,-36
AID772 condensed nuclei,2,8,2,4,7,33,10,1
AID772 second,-45,-9,-30,-3,18,88,52,6
AID364,-12%,11%,6%,-3%,-2%,-6%,-7%,-6%
HT29 cell growth-2,-6,28,9,30,62,81,61,55
HT29 cell growth-2 condensed nuclei,0.8,2.2,2.2,2.1,4.1,8.6,4.5,5.7
HT29 cell growth-2 ATP viability,-20,4,-14,-2,26,61,33,40
A549 proliferation,39,3,16,1,37,75*,54*,1

17) Cc1c(=O)n(OCc2c(F)cccc2F)c2ccccc2[n+]1[O-]
18) COc1cccc(OCCN2CCN(c3ncnc4c3cnn4-c3ccccc3)CC2)c1
19) Nc1nnnn1/N=C/c1cccs1
20) CN1[C@@H]2CC(OC(=O)[C@H](CO)c3ccccc3)C[C@H]1[C@@H]1O[C@@H]12 (some centres not stated)
21) CC1(C)Cc2nc(N)c(C(=O)NCCO)cc2CO1
22) O=C(NC1CCCCC1)N1CCSC1=Nc1ccccc1
23) CCN(CC)CCN1C(=O)C(=O)/C(=C(/O)c2ccc(Cl)cc2)C1c1ccncc1 (configuration not stated)
24) Cc1ccc(-c2ccccc2NC(=O)C2C3C=CC(C3)C2C(=O)O)o1 (configuration not stated)
compound no.,17,18,19,20,21,22,23,24
HT29 cell growth-1,-29,6,21,-6,-28,-14,-9,6
HT29 cell growth-1 condensed nuclei,2.0,4.9,2.5,1.7,3.6,2.1,2.2,3.9
HT29 cell growth-1 ATP viability,-4,-13,-6,-24,-3,3,-3,-6
AID772,-4,60,27,-62,8,55,24,6
AID772 condensed nuclei,4,15,4,2,3,9,4,3
AID772 second,-19,27,6,-28,9,13,7,-19
AID364,-6%,5%,13%,-5%,-4%,16%,1%,-2%
HT29 cell growth-2,8,41,40,0,-5,10,29,-6
HT29 cell growth-2 condensed nuclei,2.9,20,1.7,4.5,3.3,2.4,0.6,3.0
HT29 cell growth-2 ATP viability,2,19,12,/,-21,10,1,-10
A549 proliferation,3,47,4,1,-1,83*,1,1

25) COc1ccc(C(=O)C(CN2CCCC2)c2ccccc2)cc1 (configuration not stated)
26) COc1ccc(CCNc2oc(COc3ccccc3)nc2C#N)cc1
27) CC1(C)CC(=O)C(C=NCC(O)c2ccccc2)=C(O)C1 (configuration not stated)
28) CCOC(=O)CC(=O)CSc1nnc2sc3ccccc3n12
29) CC1(C)Cc2c(C#N)c(SCCOc3ccccc3)nc(N3CCOCC3)c2CO1
30) NC(=O)CSc1nnc2n(-c3ccccc3)c(=O)c3c4c(sc3n12)CCCCC4
31) CC(=O)NCCCCCCNC(C)=O
32) Nc1nc(F)nc2c1ncn2[C@@H]1O[C@H](CO)[C@@H](O)[C@@H]1O
compound no.,25,26,27,28,29,30,31,32
HT29 cell growth-1,82,13,5,13,-12,15,30,40
HT29 cell growth-1 condensed nuclei,9.3,2.8,2.7,2.0,2.3,3.5,4.5,1.1
HT29 cell growth-1 ATP viability,30,-5,-14,4,-15,-13,7,-23
AID772,55,59,1,-22,-23,-29,34,41
AID772 condensed nuclei,21,3,3,9,1,6,3,18
AID772 second,98,49,-4,-3,-60,-4,18,2
AID364,7.2µM*,-1%,-6%,5%,9%,-6%,-1%,17%
HT29 cell growth-2,78,35,-2,-110,-24,8,16,49
HT29 cell growth-2 condensed nuclei,48,2.5,5.5,6.8,1.8,11,3.3,1.6
HT29 cell growth-2 ATP viability,88,21,-19,-3,-17,28,/,/
A549 proliferation,88*,32,-13,3,30,46,1,73*

33) Fc1ccc2[nH]c3c(N4CCN(C5CCCCC5)CC4)ncnc3c2c1
34) CC(=O)C(=[N+]=[N-])C(=O)NCc1ccccc1
35) COc1ccc(-n2ncc3c(N4CCC(C(N)=O)CC4)ncnc32)cc1
36) COc1ccccc1-n1c(=O)c2c3c(sc2n2c(SC(C)C)nnc12)CCC3
37) CNCCCC1c2ccccc2C=Cc2ccccc21
38) CN1CCN(c2ncnc3c2[nH]c2ccc(F)cc23)CC1
39) O=C1CCC(=O)N1c1nc2n(n1)C(c1ccccc1)C=C(c1ccc(Br)cc1)N2 (configuration not stated)
40) CCOC(=O)c1ccc(CSc2ncn[nH]2)o1
compound no.,33,34,35,36,37,38,39,40
HT29 cell growth-1,56,0,-31,34,25,47,24,-3
HT29 cell growth-1 condensed nuclei,4.4,6.8,4.8,6.3,6.8,12,3.0,3.5
HT29 cell growth-1 ATP viability,39,-16,0,14,32,-3,-6,-6
AID772,87,24,17,40,59,28,-16,-57
AID772 condensed nuclei,44,3,6,15,28,6,5,2
AID772 second,97,0,-20,61,96,15,-76,-55
AID364,11%,0%,-4%,1%,2%,5%,3%,-1%
HT29 cell growth-2,94*,-7,28,-5,98*,64,5,-32
HT29 cell growth-2 condensed nuclei,11*,1.6,2.0,3.1,25*,2.8,1.6,2.0
HT29 cell growth-2 ATP viability,85*,7,1,-2,/,10,-18,-23
A549 proliferation,86*,-3,11,9,60*,19,12,-2

41) O=C(NCCN1CCCCC1)c1ccc(=O)oc1
42) COc1cc(/C=N/n2c(C)nnc2C)cc(OC)c1OC
43) CC(C)CNC(=O)c1c(N)n(/N=C/c2ccccn2)c2nc3ccccc3nc12
44) COc1ccc(C2CC(C(F)(F)F)n3ncc(C(=O)NCC4CCCO4)c3N2)cc1OC (configuration not stated)
45) COc1ccc(Cn2c(=O)c3c(nc(NCCO)n3C)n(C)c2=O)cc1
46) C=CCc1ccccc1OCC(O)CNC(C)C (configuration not stated)
47) CNc1ccccc1-c1nc2ccccc2n(C)c1=O
48) CCOC(=O)C(C)c1nc2ccccc2[nH]c1=O (configuration not stated)
49) CCCOc1cccc(C2/C(=C(/O)c3ccc(F)cc3)C(=O)C(=O)N2CCN(C)C)c1 (configuration not stated)
50) C=COC(=O)CSc1nc(-c2cccs2)ccc1C#N
51) CCc1cc2c(=O)c(-c3cscn3)coc2cc1O
compound no.,41,42,43,44,45,46,47,48,49,50,51
HT29 cell growth-1,-7,4,-5,-8,-23,-16,7,5,-3,30,11
HT29 cell growth-1 condensed nuclei,2.4,16,3.0,2.6,1.9,4.3,3.1,1.5,4.6,3.6,4.2
HT29 cell growth-1 ATP viability,-13,1,6,-17,-8,-11,-1,5,6,-11,13
AID772,34,-17,-35,31,-68,3,-13,2,47,-2,1
AID772 condensed nuclei,4,8,1,2,5,4,4,9,14,4,5
AID772 second,-15,-26,-41,-2,-85,-13,-14,-10,9,-21,18
AID364,-3%,-2%,9%,-8%,8%,-1%,-1%,-8%,3%,7%,6%
HT29 cell growth-2,-29,-40,-40,31,4,12,-13,-34,1,54,37
HT29 cell growth-2 condensed nuclei,2.1,5.2,2.5,3.1,1.7,2.3,2.1,2.9,1.7,2.4,7.1
HT29 cell growth-2 ATP viability,-24,-3,-6,-4,-30,/,-2,-15,-25,-7,7
A549 proliferation,-5,0,7,6,3,0,-5,1,4,5,6

# Another view of part of the listing above.
no.	Compound	HT29 cell growth-1	HT29 cell growth-1 condensed nuclei	HT29 cell growth-1 ATP viability	AID772	AID772 condensed nuclei	AID772 second	AID364	HT29 cell growth-2	HT29 cell growth-2 condensed nuclei	HT29 cell growth-2 ATP viability	A549 proliferation
41	O=C(NCCN1CCCCC1)c1ccc(=O)oc1	-7	2.4	-13	34	4	-15	-3%	-29	2.1	-24	-5
42	COc1cc(/C=N/n2c(C)nnc2C)cc(OC)c1OC	4	16	1	-17	8	-26	-2%	-40	5.2	-3	0
43	CC(C)CNC(=O)c1c(N)n(/N=C/c2ccccn2)c2nc3ccccc3nc12	-5	3.0	6	-35	1	-41	9%	-40	2.5	-6	7
44	COc1ccc(C2CC(C(F)(F)F)n3ncc(C(=O)NCC4CCCO4)c3N2)cc1OC (configuration not stated)	-8	2.6	-17	31	2	-2	-8%	31	3.1	-4	6
45	COc1ccc(Cn2c(=O)c3c(nc(NCCO)n3C)n(C)c2=O)cc1	-23	1.9	-8	-68	5	-85	8%	4	1.7	-30	3
46	C=CCc1ccccc1OCC(O)CNC(C)C (configuration not stated)	-16	4.3	-11	3	4	-13	-1%	12	2.3	/	0
47	CNc1ccccc1-c1nc2ccccc2n(C)c1=O	7	3.1	-1	-13	4	-14	-1%	-13	2.1	-2	-5
48	CCOC(=O)C(C)c1nc2ccccc2[nH]c1=O (configuration not stated)	5	1.5	5	2	9	-10	-8%	-34	2.9	-15	1
49	CCCOc1cccc(C2/C(=C(/O)c3ccc(F)cc3)C(=O)C(=O)N2CCN(C)C)c1 (configuration not stated)	-3	4.6	6	47	14	9	3%	1	1.7	-25	4
50	C=COC(=O)CSc1nc(-c2cccs2)ccc1C#N	30	3.6	-11	-2	4	-21	7%	54	2.4	-7	5
51	CCc1cc2c(=O)c(-c3cscn3)coc2cc1O	11	4.2	13	1	5	18	6%	37	7.1	7	6

# Screening results deposited in PubChem by several laboratories.
